# Sm TGR block – S. mansoni TGR enzyme inhibition | AID 485364 | Potency, µM (series often up to 114 µM), without a hit: at the top dose activity change, negative = inhibition, most hits filed as inhibitors | hit rate 3% among 360,000 | Q962Y6 | purified TGR, DTNB reduction, TNB absorbance 405 nm; also: potency is read from the fitted curve at half-maximal effect; nearly all actives have a fitted effect of over 60% in size
#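 Kinetic colorimetric format: TGR-catalysed, NADPH-driven DTNB reduction monitored via TNB absorbance. Enzyme dispensed at 20 nM; compound exposure 15 min at room temperature before reaction start.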
# HCV inh – inhibitors of hepatitis C virus infection. Huh7.5.1 HCVcc-Cre infection, luciferase reporter, 44 h. Potency, µM (series often up to 41.8 µM), for the others: top-dose activity change, negative = inhibition, hits mostly inhibitors. hit rate 3.4% among 340,000; also: potency is read from the fitted curve at half-maximal effect
#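 Antiviral activity was scored by luciferase reporter output from cells infected with HCVcc-Cre (~0.5 moi) in presence of compound, 44 h infection period, cells seeded 1,000/well 4 h prior.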
# HCMV antiviral – inhibitors of human cytomegalovirus | HFF cells, HCMV-luciferase reporter, 72 h; hits give low values | activity change, negative = inhibition, % at 57.5 µM | hit rate 4.5% among 410,000; in the data active = activity change below about -60%; inconclusive = no clear call, values can overlap the other calls; inactive = above about -39%
#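 Two compound doses tested in HFFs infected with HCMV-luciferase, MOI 1 PFU/cell, 72 h at 37C. Lysate luminescence read with OneGlo; data normalized against buffer-only and 10uM Salinomycin inhibitor controls.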
# AmpC no deterg – AmpC beta-lactamase inhibition without detergent | P00811 | AmpC nitrocefin hydrolysis, absorbance 480 nm, 0.0001% Triton | Potency, µM (doses to about 57.1 µM), without a hit: top-dose activity change, negative = inhibition, actives largely listed as inhibitors | hit rate 0.52% among 330,000 | AID 485341;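 also: potency is read from the fitted curve at half-maximal effect; plate controls were no compound for no effect and no enzyme for full effect; nearly all actives have a fitted effect of over 20% in size; some results filed as inactive show a strong effect at the top dose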
# Target sequence (P00811 whole entry, looked up): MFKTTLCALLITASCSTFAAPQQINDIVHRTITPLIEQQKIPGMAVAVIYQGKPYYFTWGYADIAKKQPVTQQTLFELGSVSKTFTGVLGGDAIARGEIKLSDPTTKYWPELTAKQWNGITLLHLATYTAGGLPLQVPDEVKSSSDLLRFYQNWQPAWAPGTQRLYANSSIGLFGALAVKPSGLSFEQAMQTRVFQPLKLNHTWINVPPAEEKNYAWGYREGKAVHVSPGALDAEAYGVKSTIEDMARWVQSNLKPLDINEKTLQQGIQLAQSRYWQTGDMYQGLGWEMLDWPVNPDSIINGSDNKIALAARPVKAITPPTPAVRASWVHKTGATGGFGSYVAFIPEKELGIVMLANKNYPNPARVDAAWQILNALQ
#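 AmpC (5.3 nM in the dispensed reagent) in 20 mM phosphate pH 7.0 with 0.01% (detergent screen) or 0.0001% Triton X-100 was preincubated with compounds for 15 min at room temperature. Nitrocefin was then added from an 800 uM solution, and hydrolysis was followed at 480 nm.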
# Giardia FBPA inh – inhibitors of Giardia lamblia fructose-1,6-bisphosphate aldolase | purified Giardia FBPA | AID 2451 | A8B2U2 | Potency, µM (series often up to 59.6 µM), for the others: at the highest dose activity, negative = inhibition, actives largely listed as inhibitors | hit rate 0.71% among 290,000; also: potency is read from the fitted curve at half-maximal effect; nearly all actives have a fitted effect of over 55% in size
# Target sequence (A8B2U2 whole entry, looked up): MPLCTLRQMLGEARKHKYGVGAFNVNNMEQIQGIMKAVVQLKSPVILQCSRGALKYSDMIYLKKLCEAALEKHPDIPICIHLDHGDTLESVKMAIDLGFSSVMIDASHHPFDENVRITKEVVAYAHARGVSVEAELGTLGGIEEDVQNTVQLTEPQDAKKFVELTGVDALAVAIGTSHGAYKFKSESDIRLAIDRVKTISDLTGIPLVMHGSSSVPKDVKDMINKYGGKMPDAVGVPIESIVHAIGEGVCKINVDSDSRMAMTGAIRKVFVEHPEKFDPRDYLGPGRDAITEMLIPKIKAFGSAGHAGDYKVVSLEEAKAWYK
#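 Giardia FBPA (40 nM reagent) was preincubated 10 min at RT with compound (up to 57.5 uM final), then substrate plus GAPDH/TPI/NAD/arsenate coupling system with diaphorase/resazurin was added; resorufin fluorescence (525/598 nm) was read after 20 min.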
# AmpC inh detg – blocks E. coli AmpC beta-lactamase in detergent assay | P00811 | AmpC hydrolysis of nitrocefin, absorbance 480 nm, 0.01% Triton | Potency, µM (highest dose often 114 µM), for inactives: top-dose activity change, negative = inhibition, hits mostly inhibitors | hit rate 0.041% among 370,000;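 also: potency is read from the fitted curve at half-maximal effect; 0% = no-compound wells and -100% = no-enzyme wells; nearly all actives have a fitted effect of over 25% in size; some results filed as inactive show a strong effect at the top dose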
#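 AmpC (5.3 nM in the dispensed reagent) in 20 mM phosphate pH 7.0 with 0.01% (detergent screen) or 0.0001% Triton X-100 was preincubated with compounds for 15 min at room temperature. Nitrocefin was then added from an 800 uM solution, and hydrolysis was followed at 480 nm.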
# * marks the source's active call; other numbers are inactive results; u = inconclusive; x = not tested or not shown; & = joins results of further samples; [ ] = remark or other dose. Unless noted, calls follow the shape of the dose curve; as a rule, active = well fitted curve in the direction sought with a large enough effect; inconclusive = small, poorly fitted or top-dose-only effect, or another doubt; inactive = no such curve, though single readings can be large; an effect the other way counts as inactive or inconclusive. Unless noted, % is scaled to controls: 0 for no effect and ±100 for the full control effect.
# Screens in order: AmpC no deterg	Sm TGR block	AmpC inh detg	HCV inh	Giardia FBPA inh	HCMV antiviral
Cc1ccc(CNc2nc(-c3ccco3)nn2S(C)(=O)=O)cc1
  x	-9%	9%	x	x	111
CCOC(=O)c1c(-c2ccccc2)oc2ccc(OCC(=O)O)cc12
  -12%	-1%	-9%	8%	u	-21
O=C(Cc1n[nH]c(=O)[nH]c1=O)N/N=C/c1c(O)ccc2ccccc12
  -32%	0%	-3%	-1%	13%	2
O=C(c1ccc(S(=O)(=O)N2CCOCC2)cc1)N1CCc2ccccc2C1
  69%[activator]	-6%	1%	23%	5%	110
COC(=O)[C@@H](NC(=O)N(C1CCCCC1)C1CCCCC1)C(C)C
  78%[activator]	-3%	-7%	-21%	-1%	-2
CC(C)c1ccc(C(=O)N2CCN(CCO)CC2)cc1
  -10%	4%	-15%	4%	-1%	1
COc1ccc(NC(=O)CSc2nnc(Cn3c(=O)sc4ccccc43)n2C)cc1OC
  -18%	-8%	-7%	-2%	-1%	17
COc1cc(OC)c2c(c1)C(=O)OC2
  -15%	1%	1%	0%	1%	36
CC(C)CC(=O)NCC(c1ccc2c(c1)OCO2)N1CCN(c2ccc(F)cc2)CC1 (configuration not stated)
  x	0%	6%	x	x	1
COc1cccc(C(=O)Nc2ccc3nc4n(c(=O)c3c2)CCCCC4)c1
  x	5%	17%	x	x	-14&-16
CCOCc1nnc(NC(=O)CSc2ccccc2)s1
  -20%	-12%	-4%	10%	-13%	71
CC(=O)C1=C(O)C(=O)N(c2ccc(Br)cc2)C1c1ccc(Br)cc1 (configuration not stated)
  -27%	43%[activator]	-4%	14%	10%	40
COc1ccc(Br)cc1/C=N/NC(=O)CNC(=O)/C=C/c1ccccc1
  -21%	14%	2%	u	-17%	48
N#Cc1ccc(CN2CCN(C(=O)c3ccc(S(=O)(=O)NCc4ccco4)cc3)CC2)cc1
  71%[activator]	-27%	9%	6.3µM*	x	0
CSc1nnc2c(n1)OC(c1ccc(C(=O)O)cc1)N(C(C)=O)c1ccccc1-2 (configuration not stated)
  -3%	-3%	u	5%	0%	6
COc1ccc(NC(=O)COC(=O)c2cccc(S(=O)(=O)N3CCCCC3)c2)c(OC)c1
  -24%	-2%	8%	8%	x	-5
CCn1cc(C(=O)NC2CCCCC2C)c(=O)c2ccc(C)nc21 (configuration not stated)
  x	4%	-12%	-16%	u	21
COCCn1c(N2CCN(c3ccc(OC)cc3)CC2)nc2c1c(=O)[nH]c(=O)n2C
  -1%	2%	u	11%	0%	-23
CC(=O)/C(=N/Nc1ccccc1)N1CCOCC1
  -7%	4%	1%	-3%	-7%	8
CC(C)N(Cc1nnc(-c2ccc(Cl)cc2)o1)C(=O)C1=COCCO1
  u	0%	u	0%[8.37 µM]	x	-4
O=C(Nc1ccccc1)c1nc[nH]c1C(=O)O
  x	u	-2%	x	x	-19
Cc1cc(NC(=O)CSc2ccc3nnc(-c4cccnc4)n3n2)no1
  -3%	-1%	-3%	7%	0%	u
CC(C)(C)C(=O)O/N=C(\N)COc1cccc(Cl)c1
  97%[activator]	9%	1%	20%	0%	-35
CC(C)CCSc1nc2c(c(=O)[nH]c(=O)n2C)n1CCc1ccccc1
  -27%	-5%	u	-6%	0%	-37
Cc1cc(NC(=O)CCC(=O)N(CC2CCCO2)C(C(=O)NC2CCCC2)c2cccnc2)no1 (configuration not stated)
  0%	0%	-12%	8%	5%	4
O=C(NC1CCOc2ccccc21)C1CCCC1 (configuration not stated)
  -14%	4%	5%	1%	3%	119
C=CCc1ccccc1OCC(O)CN1C(=O)c2ccccc2C1=O (configuration not stated)
  -1%	-13%	-9%	-4%	8%	-1
CCS(=O)(=O)c1nc(S(=O)(=O)c2ccc(C)cc2)c(NCCCOC)s1
  x	2%	18%	x	x	-12
CCN(C(=S)NC(=O)CCc1ccccc1)c1ccccc1
  -18%	0%	-15%	0%	-26%	23
COc1ccccc1CCNS(=O)(=O)CCNC(=O)c1ccc2c(c1)OCO2
  -7%	1%	-1%	6%	x	-3

# (next part)
# Screens in order: AmpC no deterg	Sm TGR block	AmpC inh detg	HCV inh	Giardia FBPA inh	HCMV antiviral
COC(=O)c1ccccc1C(=O)N1CCCC(C(=O)c2cc(F)ccc2F)C1 (configuration not stated)
  70%[activator]	x	1%	u	2%	1
COc1cccc(NC(=O)N(CCCN2CCOCC2)C(C)c2cc3ccccc3o2)c1 (configuration not stated)
  122%[activator]	-6%	u	9%	1%	1
COc1ccc(CC(=O)NCc2ccc3c(c2)CCN3C(=O)c2ccc(Cl)cc2)cc1
  x	3%	-2%	x	x	12
COCCN1C(=O)c2ccccc2C(C(=O)N2CCN(c3ccccn3)CC2)C1c1ccc(F)cc1 (configuration not stated)
  105%[activator]	-17%	u	2%	6%	-29
CC1(C)C2CCC1(C)C(OC(=O)c1ccccc1C(=O)O)C2 (configuration not stated)
  -32%	-8%	4%	16%	6%	-9
Cc1cc(C(=O)NCCCN2CCCC2=O)no1
  -13%	-18%	-3%	5%	2%	3
CC1CCN(CCCN2C(=O)C3C(C(=O)Nc4cccc(Cl)c4)C4C=CC3(O4)C2C(=O)NC2CCCCC2)CC1 (configuration not stated)
  -4%	5%	-7%	-29%	4%	-37
CCCCC[C@]12Cc3cc(OC)c(OC)cc3[C@H](O1)c1c(cc(C)oc1=O)O2
  -9%[11.4 µM]	-9%[22.9 µM]	-6%[22.9 µM]	x	16%[12.9 µM]	x
CCOC(=O)[C@@H](CCc1ccccc1)N[C@H](C)C(=O)N1[C@H](C(=O)O)C[C@@H]2CCC[C@@H]21
  10%	-2%	-8%	-8%	11%	-10
C/C(CCc1oc2ccc(Br)cc2c1-c1ccc(C)o1)=N/O
  -49%	40µM*	-11%	u	0%	-39
CCC(CC)C(=O)Nc1cccc(/C(C)=N/NC(=O)c2c(Br)cnn2C)c1
  -6%	15%	0%	-13%	-1%	-31
Cc1nc(N2CCCC2)c2c(C(=O)Nc3cccc(C)c3C)c(C)oc2n1
  x	-7%	7%	x	x	-32
COc1cc(/C=N/NC(N)=O)cc([N+](=O)[O-])c1O
  -9%	-8%	-5%	11%	-16%	-8
C/C(=N\Nc1ccccc1[N+](=O)[O-])c1ccccc1O
  -20%	u	0%	3%	-1%	381
Cc1nn(CCC(=O)NNC(=S)Nc2ccccc2)c(C)c1Br
  -28%	-1%	u	34%[activator]	16%	-10
NC(N)=NS(=O)(=O)c1ccc(N/C=C\C(=O)c2ccncc2)cc1
  23%	5%	-4%	2%	-9%	-13
COc1ccc(/C=C/C(=O)OCC(=O)Nc2ccc(Cl)c(S(=O)(=O)N(C)C)c2)cc1OC
  -13%	-14%	0%	-14%	-2%	-17
CCc1nnc(N/N=C/c2c(F)cccc2Cl)n1N
  -14%	4%	-19%	15%	20µM*	-17
CNC(=S)N/N=C/c1ccc(-c2ccc(Cl)c([N+](=O)[O-])c2)o1
  -24%	-25%	-7%	u	-2%	-29
Cc1ccc(-n2nc3c(=O)n(CC(=O)NCc4ccccn4)nc(C)c3c2C)cc1
  -8%	-1%	-9%	2%	x	-14
CCOC(=O)Cc1csc(NC(=O)CCCc2ccccc2)n1
  -20%	u	7%	10%	35µM*	-1
COc1ccc(CCNC(=O)C2Cc3ccccc3C(=O)O2)cc1 (configuration not stated)
  -2%	-7%	-10%	28%	10%	-6
COc1cc(C(=O)NCCCN2CCCC2=O)cc(OC)c1OC
  -10%	-3%	u	-2%	2%	58
Cc1ccc(-n2nc(-c3ccco3)cc2C(=O)NCc2cccnc2)cc1
  86%[activator]	3.5µM*	-1%	u	-15%	-8
CCOC(=O)C1(C)NC(c2ccc(OC)c(OC)c2)C2C(=O)N(CC)C(=O)C21 (configuration not stated)
  5%	2%	-1%	-3%	2%	14
Cc1cc(C)c2c(N)c(C(=O)N3CCc4ccccc4C3)sc2n1
  26%	9%	3%	u	-18%	u
COc1ccc(COCC(O)CN2CCOCC2)cc1OC (configuration not stated)
  -20%	-1%	-14%	4%	1%	12
CC(C)CN1CCC(=O)N([C@H](CSc2ccc(Br)cc2)Cc2ccccc2)CC1
  64%[activator]	6.3µM*	-2%	37%[activator]	0%	-28
COc1cccc(-c2nnc3n(Cc4ccc(F)cc4)c(=O)c4ccccc4n23)c1
  x	0%	-2%	x	x	4
CN(CC(=O)NCc1ccco1)S(=O)(=O)c1ccc2c(c1)c(=O)n(C)c(=O)n2C
  -11%	-3%	1%	4%	5%	-30

# Some entries already given, showing only Giardia FBPA inh.
SMILES	Giardia FBPA inh
CC(C)CN1CCC(=O)N([C@H](CSc2ccc(Br)cc2)Cc2ccccc2)CC1	0%
COc1ccc(CCNC(=O)C2Cc3ccccc3C(=O)O2)cc1 (configuration not stated)	10%
CCCCC[C@]12Cc3cc(OC)c(OC)cc3[C@H](O1)c1c(cc(C)oc1=O)O2	16%[12.9 µM]

# (further entries)
# Screens in order: AmpC no deterg	Sm TGR block	AmpC inh detg	HCV inh	Giardia FBPA inh	HCMV antiviral
Cc1nc2c(c(=O)n1CCC1=CCCCC1)c1nc3ccccc3nc1n2/N=C/c1ccccc1
  11%	-21%	5%	-10%	-2%	x
O=C(CSc1nc2ccccc2[nH]1)Nc1nc(-c2ccccc2)c(-c2ccccc2)o1
  -53%	-20%	u	7%	3%	24
Cc1sc2nc(CN3CCCC3)nc(Cl)c2c1C
  -40%	7.1µM*	u	u	-10%	-1
CSc1ccc(CCNC(=O)CCCn2nc(C)c3sc4ccccc4c3c2=O)cc1
  x	5%	26%	x	x	-4
COC(=O)c1ccc(CNC(=O)C(NC(=O)c2ccco2)C(C)C)cc1 (configuration not stated)
  -7%	2%	7%	9%	u	23
COc1cc(OC)cc(C(=O)NCC(=O)N2CC=C(c3ccccc3)CC2)c1
  -1%	-2%	5%	u	x	-5
CC(NC(=O)c1ccc(F)cc1)C(c1cccs1)N1CCN(C)CC1 (configuration not stated)
  -24%	-2%	-7%	-13%	5%	29
O=C1N=C(N2C=CC(=C3C=CNC=C3)C=C2)/C(=C/N=NC(=O)c2ccccc2O)S1
  -32%	0%	7%	14%	x	36
COc1ccccc1NC(=O)c1ccc(Br)c(S(=O)(=O)N2CCCC2)c1
  -37%	4%	5%	u	x	u
CC(OC(=O)CN1C(=O)C2CCCCC2C1=O)C(=O)Nc1ncc(Cl)cc1Cl (configuration not stated)
  -4%	5%	3%	x	-1%	22
COc1cccc2sc(N(Cc3cccnc3)C(=O)COc3ccccc3)nc12
  x	2%	-2%	x	x	0
CCOCCCNC(=O)C(c1ccc(C)cc1)N(Cc1ccc2c(c1)OCO2)C(=O)CNC(C)=O (configuration not stated)
  183%[activator]	-27%	u	4%&6%	0%	6

# A run of entries taken from the entries so far, as a working copy:
# Screens in order: AmpC no deterg	Sm TGR block	AmpC inh detg	HCV inh	Giardia FBPA inh	HCMV antiviral
COc1cccc2sc(N(Cc3cccnc3)C(=O)COc3ccccc3)nc12
  x	2%	-2%	x	x	0
CCOCCCNC(=O)C(c1ccc(C)cc1)N(Cc1ccc2c(c1)OCO2)C(=O)CNC(C)=O (configuration not stated)
  183%[activator]	-27%	u	4%&6%	0%	6

# Screening data from PubChem.
